EBNA-1 inh = blocks EBNA-1 binding to DNA; hit rate 0.34% among 300,000; EBNA-1 DNA binding, fluorescence polarization; inhibition, % at 14.8 µM; AID 1950; in the data active = inhibition above about 28%
RPL19A TOR yeast = modulators of TOR pathway RPL19A-GFP in S. cerevisiae; AID 2025; S. cerevisiae RPL19A-GFP strain, flow cytometry, 3 h; hits give low values; percent response vs DMSO, % at 10 µM; hit rate 0.3% among 330,000;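 active = percent response vs DMSO below 50%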;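 also: median channel GFP fluorescence of the barcoded RPL19A-GFP strain; ratio of sample median GFP to plate DMSO average so 100% = DMSO; lower means less RPL19A-GFP as with rapamycin TOR inhibition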
LAP4-GFP MLPCN = yeast TOR pathway LAP4-GFP modulation | GFP response vs DMSO, % at 10 µM | S. cerevisiae LAP4-GFP multiplex, flow cytometry GFP, 3 h; median GFP as percent of DMSO wells | hit rate 0.34% among 320,000 | AID 2023;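 active = GFP response vs DMSO above a set limit, about the screen mean plus 3 SD, cut at about 150% in these data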
proCasp7 act = counter-screen: procaspase-7 (human) activation; P55210; recombinant procaspase-7, Ac-DEVD-pNA absorbance 405 nm; D23A/D198A/D206A triple mutant, cannot self-cleave; scale: DMSO 0, 5 µM enzyme 100; activation, % at 8.5 µM; hit rate 0.093% among 330,000;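 active = percent activation above the screen-wide mean plus 3 SD, cut at about 25% in these data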
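Assay system: Uncleavable procaspase-7 mutant enzyme / Input: 2 µM procaspase-7 mutant as dispensed / Dosing: single nominal 8.5 µM compound dose, 0.8% DMSO final / Timing: 1 h enzyme–compound preincubation and 2 h substrate reaction, both 25 °C / Detection: p-Nitroaniline absorbance at 405 nm, read at 0 and 120 min / Replication: singlicate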
MEP2-GFP yeast = modulators of TOR pathway MEP2-GFP in S. cerevisiae | S. cerevisiae MEP2-GFP strain, flow cytometry GFP, 3 h; 100% = DMSO control level | GFP response vs DMSO, % at 10 µM | hit rate 0.51% among 330,000 | AID 2016;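 active = GFP response versus DMSO above a set limit, roughly screen mean plus 3 SD, cut at about 180% in these data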;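 also: median GFP fluorescence of the barcode-gated MEP2-GFP cells per well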
procasp3 activ = procaspase-3 (human) activation | P42574 | recombinant procaspase-3 D3A, Ac-DEVD-pNA absorbance 405 nm | activation, % at 8.5 µM | hit rate 0.11% among 330,000 | AID 463141;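 active = activation above the mean of all tested compounds plus 3 SD, cut at about 21% in these data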;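 also: 0% = DMSO alone and 100% = DMSO wells spiked with extra 5 µM PC-3 D3A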
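System: Procaspase-3 D3A mutant. Medium: Zinc-free 300 mM NaCl, 50 mM HEPES, 0.01% Triton X-100. Schedule: 1 h preincubation plus 2 h reaction at 25 °C. Measured by: 405 nm absorbance of p-nitroaniline, reads at 0 and 120 min. Read-out: percent activation relative to control range.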
ZTA counter = blocks Epstein-Barr virus ZTA, an EBNA-1 counter-screen; P03206; AID 2234; inhibition, % at 11 µM; ZTA-DNA binding, fluorescence polarization; hit rate 0.15% among 320,000; in the data active = inhibition above about 33%
AHR activator = activators of human aryl hydrocarbon receptor; P35869; AHR-responsive luciferase reporter cells, luminescence; activation, % at 5 µM; hit rate 2.5% among 320,000; AID 2796; in the data active = activation above about 47%;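 also: 0% = vehicle wells and 100% = reference agonist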
Active calls of the source: *; / = no result given; [ ] = dose if it differs, or a comment.

SMILES | EBNA-1 inh | RPL19A TOR yeast | LAP4-GFP MLPCN | proCasp7 act | MEP2-GFP yeast | procasp3 activ | ZTA counter | AHR activator
O=C(COC(=O)C1CCN(c2ccc(C(F)(F)F)cn2)CC1)c1ccc(F)cc1 | -12.5 | 96.6 | 114.7 | 5.0 | 100.4 | 2.8 | -11.6 | 7.3
CN1CCN(S(=O)(=O)c2ccc([N+](=O)[O-])cc2)CC1 | 5.4 | 106.8 | 86.4 | -4.8 | 102.2 | 1.1 | 10.6 | -0.1
Cc1cccc(Nc2nc(N3CCOCC3)nc(N3CCOCC3)n2)c1 | -16.2 | 99.7 | 88.0 | -1.3 | 99.2 | -4.1 | -3.1 | 6.0
O=C1CNCc2[nH]c3ccccc3c2N1c1ccccc1 | 8.4 | 101.5 | 100.2 | -15.6 | 102.9 | 1.4 | -6.0 | 54.2*
CCOC(=O)C1CCN(Cc2c(O)ccc3ccccc23)CC1 | 6.0 | 96.4 | 103.7 | -20.0 | 98.8 | -6.8 | 5.5 | 18.4
CCc1cc2c(N3CCCCC3)ncnc2s1 | -13.6 | 104.1 | 135.3 | -9.7 | 122.9 | 5.3 | -1.4 | 6.3
Cc1ccc(/C=N/NC(=O)CNC(=O)c2ccc(C)c([N+](=O)[O-])c2)o1 | -3.1 | 96.0 | 121.7 | 12.0 | 98.0 | 9.4 | 6.3 | -0.2
CN1c2ccccc2C(=O)NC1c1ccc([N+](=O)[O-])s1 (stereo unspecified) | -12.0 | 94.3 | 104.8 | 1.0 | 97.8 | 8.3 | -10.2 | -0.5
COCCN1CN(S(=O)(=O)c2ccccc2)c2nc3ccccc3nc21 | 13.9 | 99.0 | 97.8 | 2.3 | 101.3 | 4.1 | 6.1 | 3.2
CCC(=O)N=c1sc2cc([N+](=O)[O-])ccc2n1CCOC | 9.3 | 99.6 | 95.8 | -6.0 | 94.7 | 1.8 | 20.1 | -3.0
C/C(=C\C(=O)OCCCCCCCCC(=O)O)C[C@@H]1OC[C@H](C[C@@H]2O[C@H]2[C@@H](C)[C@H](C)O)[C@@H](O)[C@H]1O | 1.4 | 94.1 | 103.5 | -3.6 | 102.2 | 10.8 | -6.9 | -3.5
COC(=O)c1ccc(NC(=O)c2ccco2)cc1 | -3.0 | 98.2 | 110.0 | 1.0 | 106.1 | -8.2 | -0.4 | -1.8
COC(=O)CSc1nnc(CNc2ccc(Cl)cc2)n1-c1ccccc1 | 11.6 | 87.4 | 93.3 | 6.2 | 91.9 | 8.6 | -0.1 | -0.1
COc1ccc(C(=O)O/N=C2\C(=O)N(C)c3ccccc32)cc1 | -5.0 | 96.9 | 137.7 | -2.9 | 99.4 | -9.1 | 14.8 | 0.7
CCOn1c(SCC)nc2ccccc2c1=O | -6.9 | 99.8 | 107.5 | 7.2 | 98.5 | 10.2 | 5.2 | 0.7
Cc1ccc(S(=O)(=O)NCCN2CCNC2=O)cc1 | -8.0 | 102.6 | / | 8.2 | 107.3 | -4.6 | -8.3 | -2.1
Cc1ccc(/C=C/C(=O)OCC(=O)NCCc2ccc(S(N)(=O)=O)cc2)o1 | / | 92.1 | 96.0 | -3.6 | 96.0 | -6.1 | / | -1.7
O=[N+]([O-])c1ccc(C2OCCO2)cc1CS(=O)(=O)c1ccccc1 | -2.3 | 98.1 | 113.2 | -2.4 | 90.3 | 0.2 | 10.4 | 3.0
Cc1sc(NC(=O)C2C3C=CC(C3)C2C(=O)O)c(C(N)=O)c1-c1ccc(C(C)C)cc1 (stereo unspecified) | -1.1 | 97.3 | 85.0 | 11.0 | 92.5 | -2.4 | 3.6 | -2.7
Cc1ccnc(NC(NC(=O)C(C)C)(C(F)(F)F)C(F)(F)F)c1 | 9.4 | 107.5 | 98.0 | 1.0 | 106.7 | 4.2 | 7.2 | 4.6
COc1cc(NC(=S)NCCc2ccccc2)c(OC)cc1NC(=O)CC(C)C | -15.9 | 100.7 | 89.8 | 2.5 | 101.6 | 5.6 | -23.6 | 2.8
OCCN1CCN(C(=S)c2ccc(Cl)cc2)CC1 | -4.0 | 98.7 | 102.8 | -18.7 | 100.1 | -27.3 | 2.3 | -0.4
O=C(COC(=O)c1ccccc1C(=O)c1ccc(Cl)cc1)NCCc1ccccc1 | -6.8 | / | / | 2.5 | / | 0.7 | -14.7 | -3.5
CC(c1ccc(F)cc1)n1cc(C(=O)NCc2ccccn2)nn1 (stereo unspecified) | 5.8 | 104.3 | 100.2 | -0.3 | 105.1 | 9.5 | -10.4 | 1.7
CCc1nc2c(oc3ccccc32)c(=O)[nH]1 | 8.8 | 85.4 | 90.3 | 1.4 | 94.9 | -5.4 | 17.8 | 1.6

Full records as entered above. Screens in order: EBNA-1 inh	RPL19A TOR yeast	LAP4-GFP MLPCN	proCasp7 act	MEP2-GFP yeast	procasp3 activ	ZTA counter	AHR activator
O=[N+]([O-])c1ccc(C2OCCO2)cc1CS(=O)(=O)c1ccccc1 as listed: -2.3	98.1	113.2	-2.4	90.3	0.2	10.4	3.0
CCc1nc2c(oc3ccccc32)c(=O)[nH]1 as listed: 8.8	85.4	90.3	1.4	94.9	-5.4	17.8	1.6
COCCN1CN(S(=O)(=O)c2ccccc2)c2nc3ccccc3nc21 as listed: 13.9	99.0	97.8	2.3	101.3	4.1	6.1	3.2
Cc1ccc(S(=O)(=O)NCCN2CCNC2=O)cc1 as listed: -8.0	102.6	/	8.2	107.3	-4.6	-8.3	-2.1

The listing continues:
SMILES | EBNA-1 inh | RPL19A TOR yeast | LAP4-GFP MLPCN | proCasp7 act | MEP2-GFP yeast | procasp3 activ | ZTA counter | AHR activator
O=C(c1cc2ccccc2oc1=O)N(Cc1cccs1)CC1CCCO1 (stereo unspecified) | 2.4 | 102.3 | 95.8 | 4.4 | 103.1 | 3.4 | -0.7 | 5.4
Cc1cc(C)c(S(=O)(=O)c2ccccc2)c(OC(=O)c2cc(F)c(F)cc2Cl)n1 | 4.0 | 105.9 | 94.7 | 6.7 | 103.5 | 2.7 | 10.8 | 0.7
O=C(CCNS(=O)(=O)c1ccc(Br)cc1)NCC1CCCO1 (stereo unspecified) | / | 95.0 | 108.6 | 0.3 | 98.2 | -6.6 | 1.3 | 0.8
COC(=O)c1ccccc1NC(=O)c1ccc(NC(=O)C2CCCO2)cc1 (stereo unspecified) | -14.6 | 98.2 | 92.9 | 5.5 | 89.2 | 4.3 | 5.4 | 6.7
CCc1ccc(NC(=O)C2CCCN(S(=O)(=O)c3c(C)[nH]c(=O)[nH]c3=O)C2)cc1 (stereo unspecified) | 7.9 | 90.7 | 90.5 | 12.3 | 85.7 | 0.2 | -1.6 | 4.3
CCN(C(=O)COC(=O)c1cc(-c2cccs2)nc2ccccc12)C1CCS(=O)(=O)C1 (stereo unspecified) | 4.0 | 101.2 | 102.2 | 6.3 | 97.7 | -3.8 | 4.2 | 5.4
NC(=O)C1CCN(CCC(=O)Nc2cccc(Cl)c2)CC1 | 8.8 | 103.3 | 98.3 | 3.0 | 103.2 | 12.7 | 8.8 | 4.2
O=C(c1cnc2n(c1=O)CCS2)N(c1ccccc1)C1CCCCC1 | 9.5 | 102.2 | 107.2 | -1.3 | 106.1 | 2.9 | -31.4 | 7.8
Cc1ccsc1/C=N/Nc1nc2ccccc2s1 | 6.7 | 101.5 | 110.5 | -6.5 | 104.9 | 7.3 | 5.3 | 70.5*
O=C(NCCCN1CCCC1=O)c1ccc(CNS(=O)(=O)c2ccc(F)cc2)cc1 | 6.2 | 97.0 | 100.2 | 11.8 | 110.0 | 0.7 | 6.4 | 1.4
COc1cc(-c2cc(N)n(S(=O)(=O)c3ccccc3)n2)cc(OC)c1OC | 6.2 | 101.0 | 88.7 | -4.8 | 92.1 | 15.4 | 5.7 | 45.6
C[C@H]1C=C(C(=O)O)O[C@@H](OCc2ccc(CO)cc2)C1 | 18.1 | 91.5 | 134.9 | -6.6 | 85.5 | -0.8 | -7.4 | -2.8
COC(=O)c1cc(CNC(=O)Cc2ccsc2)ccc1OC | -4.6 | 59.0[may fluoresce violet] | 96.9[may fluoresce violet] | -6.8 | 298.4*[may fluoresce violet] | 4.3 | 4.5 | 4.7
O=C(O)C1CCCCC1C(=O)NCCc1cccc(Cl)c1 (stereo unspecified) | 4.3 | 98.7 | 102.9 | -1.5 | 101.5 | 12.2 | 11.2 | -0.8
O=C(NCc1ccncc1)C(F)(F)C(F)(F)C(=O)NCc1ccncc1 | -7.9 | 96.7 | 90.4 | -6.4 | 92.0 | 7.5 | -12.5 | -1.0
CC(=O)Nc1ccc(S(=O)(=O)NCC(=O)OCC(=O)N2CCCCCC2)cc1 | / | 101.7 | 102.8 | -2.5 | 100.0 | 5.4 | -11.3 | -0.5
COc1cc(/C=N\NC(=O)c2ccc(C)nc2)ccc1OC(=O)c1ccco1 | -0.4 | 103.4 | 92.3 | 7.9 | 105.1 | 2.4 | 10.8 | -1.0
COC(=O)c1ccc(CSc2nc3c(cnn3-c3ccc(C)cc3)c(=O)[nH]2)o1 | 8.3 | 98.5 | 102.7 | -2.0 | 102.3 | 12.2 | 4.7 | 2.7
Cc1ccc(S(=O)(=O)N2[C@@H](c3ccc(F)cc3)C(C(=O)O)=CC[C@H]2c2cccc(C)c2)cc1 | 9.8 | 96.6 | 129.2 | -1.4 | 90.5 | 2.5 | -2.8 | -0.1
O=C(COC(=O)CNC(=O)C1CCCCC1)NCc1ccccc1 | / | 95.7 | 97.1 | 18.0 | 96.3 | 10.8 | -2.3 | 0.1
COc1ccc(N=Cc2cc(Cc3ccccc3Cl)cc([N+](=O)[O-])c2O)cc1OC | -2.1 | 98.1 | 107.2 | -16.7 | 234.5* | 0.8 | -3.1 | 2.9
COc1ccc(NC(=O)NNC(=O)C(O)(c2ccccc2)c2ccccc2)cc1 | 3.7 | 92.7 | 78.0 | 9.4 | 93.6 | 3.0 | 1.0 | 0.8
O=c1c2c(-c3ccc([N+](=O)[O-])cc3)csc2nc2n1CCC2 | 0.7 | 103.4 | 111.6 | -7.4 | 115.3 | -9.8 | -5.4 | 0.9
Cc1cc(N2CCCC2)ccc1NC(=O)CN1C(=O)NC2(CCCCC2)C1=O | 6.2 | 93.4 | 114.0 | -3.6 | 100.4 | 2.8 | 4.1 | 7.3
COc1ccc(C(O)Cc2nccn2C)cc1 (stereo unspecified) | -0.2 | 98.8 | 105.5 | -0.9 | 101.0 | -0.1 | -4.0 | 0.2
Cc1ccc(C)n1N1C(=O)/C(=C\c2ccc(Cl)cc2)SC1=S | -6.2 | 92.0 | 92.9 | -9.7 | 93.2 | -5.1 | 11.4 | 2.2
CC(SCc1cc(=O)n2c([nH]c3ccccc32)c1C#N)C(=O)O (stereo unspecified) | 4.3 | 104.3 | 104.0 | 2.3 | 109.4 | 5.1 | -0.4 | 6.3
Cc1cc(OCC(=O)OC(C)C(=O)Nc2ccc(N3CCOCC3)cc2)ccc1Cl (stereo unspecified) | / | 99.9 | 93.2 | -7.2 | 99.8 | 1.5 | 9.1 | 0.5
COc1ccc(C/C(C)=N/NC(=S)Nc2ccc(C)c(C)c2)cc1 | -5.8 | 99.2 | 94.7 | -2.2 | 93.4 | 5.4 | -2.0 | 31.1
C/C(=N/NC(=O)c1cccs1)c1cccc(N)c1 | -2.3 | 85.7 | 85.1 | 5.9 | 94.6 | 2.7 | 3.4 | 6.3
